PfG6PD inh = PfG6PD (Plasmodium falciparum) enzyme inhibition; AID 504690; PfGluPho enzyme, NADPH resazurin-diaphorase fluorescence; inhibition, % at 20 µM; actives 0.78% (n = 350,000);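 active = inhibition reaching at least a set limit at 20 µM in the primary screen, cut at about 59% in these data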;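 note: 0% = DMSO wells with substrate and 100% = DMSO wells lacking glucose-6-phosphate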
MPTP block = blocks calcium-induced mitochondrial swelling | isolated mouse mitochondria, Ca2+ swelling absorbance, 30 min | actives 1.4% (n = 360,000) | inhibition, % at 10 µM | AID 602449;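 active = inhibition of 50% or more, scaled per plate between neutral and stimulator controls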;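 note: 0% = DMSO wells given calcium and 100% = 1 mM EGTA wells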
ATG4B inh = blocks human ATG4B protease cleavage of LC3 substrate. Q9Y4P1. AID 504462. actives 0.51% (n = 340,000). ATG4B cleavage of LC3-PLA2, NBD-HPC fluorescence, 1 h. inhibition, % at 8.33 µM; in the data active = inhibition above about 40%
HKDC1 inhibitor = HKDC1 (human) hexokinase inhibition; actives 0.16% (n = 340,000); recombinant HKDC1, G6PDH/diaphorase resazurin coupled fluorescence; AID 493160; inhibition, % at 20 µM;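 active = inhibition above about 35% when tested at 20 µM, limit read from the data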;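 note: plate controls were DMSO wells with enzyme for no effect and DMSO wells lacking enzyme for full effect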
Target sequence (Q2TB90 whole entry, looked up): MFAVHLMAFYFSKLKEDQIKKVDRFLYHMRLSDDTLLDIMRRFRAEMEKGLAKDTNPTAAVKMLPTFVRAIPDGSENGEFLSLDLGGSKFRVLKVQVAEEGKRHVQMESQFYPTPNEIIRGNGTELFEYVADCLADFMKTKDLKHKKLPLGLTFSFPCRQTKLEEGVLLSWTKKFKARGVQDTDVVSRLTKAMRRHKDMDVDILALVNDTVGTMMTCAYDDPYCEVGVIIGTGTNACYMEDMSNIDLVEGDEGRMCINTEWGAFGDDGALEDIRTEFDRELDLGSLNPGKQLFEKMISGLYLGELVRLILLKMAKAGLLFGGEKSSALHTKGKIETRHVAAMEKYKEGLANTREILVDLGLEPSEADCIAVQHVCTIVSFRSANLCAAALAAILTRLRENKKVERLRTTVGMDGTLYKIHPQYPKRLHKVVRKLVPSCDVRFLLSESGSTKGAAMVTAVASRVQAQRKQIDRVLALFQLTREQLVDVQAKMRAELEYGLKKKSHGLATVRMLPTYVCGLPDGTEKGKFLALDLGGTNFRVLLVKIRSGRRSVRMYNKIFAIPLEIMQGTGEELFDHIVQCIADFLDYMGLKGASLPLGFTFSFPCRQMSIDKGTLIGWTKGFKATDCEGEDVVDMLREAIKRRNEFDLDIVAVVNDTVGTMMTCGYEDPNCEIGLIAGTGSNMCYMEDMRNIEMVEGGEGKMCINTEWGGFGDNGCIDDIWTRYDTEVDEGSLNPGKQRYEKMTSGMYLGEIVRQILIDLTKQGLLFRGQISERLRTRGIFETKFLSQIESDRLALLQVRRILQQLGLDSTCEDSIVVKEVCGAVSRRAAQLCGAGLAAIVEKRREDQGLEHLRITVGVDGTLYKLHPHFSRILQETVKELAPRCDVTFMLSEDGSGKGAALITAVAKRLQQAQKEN
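test system = in-house recombinant HK5 (HKDC1) enzyme | amount = HKDC1 at 5 µg/mL | control set = DMSO-enzyme wells negative, buffer-substituted wells positive | compound = one dose of 20 µM, 1% DMSO | schedule = reaction time 90 min, room temperature, protected from light | technique = resorufin fluorescence at 613 nm | reagent = glucose with 1 mM ATP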
SENP7 block = SENP7 protease inhibition | recombinant SENP7, Z-RLRGG-aminoluciferin luminescence, 40 min | inhibition, % at 5 µM | actives 1.5% (n = 330,000) | AID 434973;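 active = inhibition above about 50% at the single test dose, limit read from the data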;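 note: plate controls were DMSO with enzyme for no effect and no enzyme buffer wells for full effect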
SENP8 block = SENP8 (human) protease inhibition; Q96LD8; recombinant SENP8, Nedd8 substrate fluorescence; inhibition, % at 20 µM; actives 0.64% (n = 360,000); AID 602440; in the data active = inhibition mostly above about 40%, no sharp cut-off; inactive = mostly below about 27%
NR3A LBD binder = modulates the human NR3A ligand-binding domain; NR3A LBD differential scanning fluorimetry, Tm shift; 0% = protein alone, 100% = glycine-bound protein; Tm shift relative to glycine control, % at 25 µM; actives 2.5% (n = 340,000); AID 1259313;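 active = melting temperature shift of at least 10% of the positive control shift, at one fixed dose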
SENP6 inh = inhibitors of human SENP6 protease; Recombinant SENP6 catalytic domain, aminoluciferin luminescence; actives 1.8% (n = 330,000); AID 2599; Q9GZR1; inhibition, % at 10 µM;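 active = inhibition above about 50% at the single tested dose, limit read from the data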;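 note: plate controls were DMSO wells with enzyme for no effect and DMSO wells lacking enzyme for full effect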
* marks the source's active call; other numbers are inactive results; . = no result given.

canonical_smiles	PfG6PD inh	NR3A LBD binder	MPTP block	SENP8 block	SENP7 block	HKDC1 inhibitor	SENP6 inh	ATG4B inh
CC(C)(C)C(=O)CCN1C(=O)C2(OCCO2)c2ccccc21	12	0	2.7	20	-4	-7	-1	3
CCC(=O)Nc1c2c(nn1-c1ccc([N+](=O)[O-])cc1)CS(=O)(=O)C2	-2	-1	-0.1	9	2	0	19	-6
COc1ccc(OC)c(C(=O)COC(=O)c2cccnc2SC)c1	12	4	1.7	-194	-6	1	-1	-4
OC(c1ccccc1)c1cccnc1 (configuration not stated)	-10	-5	-0.1	6	8	-13	-11	3
CCOC(=O)CSc1ccc(S(=O)(=O)N2CCC(C)CC2)cc1[N+](=O)[O-]	-12	0	3.2	10	-1	-10	-6	-4
COC1=CC(=O)c2ccccc2C1=O	-94	-2	-1.5	-221	18	3	56*	-27
Cc1nc(NN)c2c3c(sc2n1)COC(C)(C)C3	22	-2	-1.3	38	6	-7	-1	8
O=C(NCC(c1cccs1)N1CCOCC1)C1CCN(S(=O)(=O)c2cccc(C(F)(F)F)c2)CC1 (configuration not stated)	6	4	-0.6	8	-1	-6	-4	-11
Cc1ccc(S(=O)(=O)N2CCN(C(=O)c3ccco3)CC2)cc1C	-12	-1	0.8	4	5	-2	-2	-8
Cc1c(N2C(=O)/C(=C/C3CC=CCC3)SC2=S)c(=O)n(-c2ccccc2)n1C (configuration not stated)	16	2	1.4	29	0	5	5	7
CCC(C)(C)C1CCC2(CC1)NC(=O)N(CC(=O)NCCc1c[nH]c3ccccc13)C2=O (configuration not stated)	4	-5	0.5	14	0	3	-13	-4
Cc1ccc(-n2nc3c(=O)n(CCCC(=O)NCc4ccccc4F)nc(C)c3c2C)cc1	-1	-4	-0.4	4	-1	0	-7	-2
COc1cc(NC(=O)COC(=O)CCc2nc3ccccc3c(=O)[nH]2)cc(OC)c1	0	1	-0.9	-10	7	-8	-15	-10
COC(=O)C1(S(=O)(=O)c2cccc3nsnc23)CC1	-8	-4	-1.7	-6	2	-3	1	-6
Nc1[nH]c(=O)[nH]c(=O)c1N=Nc1ccccc1Cl	-28	0	-1.6	32	11	5	14	-2
Cn1ncc(C(N)=O)c1NC(=S)NC(=O)c1ccc(Br)o1	7	-1	-0.7	1	-2	-5	-5	-4
O=C(CCNC(=O)c1ccccc1Cl)NCC(c1ccc(F)cc1)N1CCOCC1 (configuration not stated)	-13	0	0.2	1	-2	-2	-1	1
COc1ccc(Cl)cc1NC(=O)c1c(-c2ccccc2)noc1C	-5	3	-0.5	22	3	-5	-20	9
CCn1nc([N+](=O)[O-])c2c(-c3nc4ccccc4o3)c(N)n(CCCOC)c2c1=O	2	0	2.3	-41	-11	14	4	-1
O=c1c2cccnc2n(-c2ccccc2)n1Cc1ccc(Cl)cc1	-2	0	3.2	-374	0	-5	-31	0
CCOC(CN=c1nc(N(C)C)ss1)OCC	52	22*	-0.7	5	.	-28	.	-2
Cc1cc(C(=O)N/N=C/c2ccc(C)s2)n[nH]1	7	-2	-0.6	-1	-7	-4	-16	-3
CCCCCN(C(=O)COC(=O)Cc1c(C)nc2ccccc2c1C)c1c(N)n(CCCC)c(=O)[nH]c1=O	3	-1	-1.5	18	2	-2	3	-12
CS(=O)(=O)N(Cc1ccccc1Cl)c1ccc(C(=O)NCc2ccccn2)cc1	-28	-4	0.6	2	-1	8	-9	-4
O=C(CCn1nnc(-c2cccs2)n1)N1CCc2ccccc2C1	3	-1	0.8	13	-9	2	-15	2
Cc1cc(=O)oc2ccc(OCC(=O)NCc3ccco3)cc12	10	3	1.4	-86	3	-2	9	-6
CS(=O)(=O)N(CC(=O)NC1CCCC1)Cc1ccc(F)cc1	-4	1	-0.7	4	-3	-4	-6	-2
Cc1cc(/C=C2/C(=O)N(C)C(=S)N2C)ccc1N1CCCC1	34	-3	4.1	33	15	-12	15	7
C=CCNC(=O)c1ccc(-n2cccc2)cc1	-10	-1	0.2	9	4	3	-8	4
O=C(CSc1nnc(Cn2c(=O)sc3ccccc32)n1CCc1ccccc1)N1CCOCC1	-13	0	-2.9	1	-8	-7	7	-4
O=C(Nc1ccc2c(c1)OCO2)C1CCN(C(=O)c2ccc([N+](=O)[O-])cc2)CC1	-4	-3	0.6	13	-3	0	-10	4
CCOC(=O)CNC(=O)c1cccnc1Oc1ccc(Cl)cc1	-7	2	-1.4	32	0	-5	-16	0
O/N=C/c1cc(Br)ccc1OCc1ccccc1F	-9	-34	1.3	34	3	4	-12	24
CN1C(=S)SC(/[N+]([O-])=C\c2cccs2)C1(C)C (configuration not stated)	-4	1	-2.0	11	-3	2	9	-5
O=C(CCC1CCCN(C(=O)c2cc(C3CC3)[nH]n2)C1)N1CCN(c2ccccn2)CC1 (configuration not stated)	-3	-1	-0.6	-4	4	-3	-6	-3
O=C(Cn1cccn1)N1CCCC(N2CCN(Cc3ccc4c(c3)OCO4)CC2)C1 (configuration not stated)	-2	1	-1.4	-1	-4	-6	-8	4
Cc1cccc(OC2CCN(Cc3nc(CC4CC4)no3)CC2)c1	-23	0	0.0	18	9	-1	-1	1
COc1ccc(NC(=S)Nc2ccc(S(=O)(=O)N3CCOCC3)cc2)c(OC)c1	-6	-1	0.6	4	0	-9	2	1
COc1ccc(CCNC(=O)c2cc(-c3cc(Cl)cc(Cl)c3)oc2C)cc1	-1	0	77*	4	-1	-5	-3	-6
CN1/C(=C\C(=S)Nc2ccccc2)C(C)(C)c2ccccc21	13	0	5.1	13	-8	-9	-4	-1
COc1ccccc1-c1ccc(SCC(=O)NC2CCCC2)nn1	4	0	-1.1	4	-3	-1	0	-7
COc1ccc(S(=O)(=O)N2CCN(CC(O)COc3ccc(C#N)cc3)CC2)cc1OC (configuration not stated)	-5	0	0.0	7	13	-3	-8	-11
CCc1nn(CCCC(=O)Nc2ccc(C)cc2C)c(=O)c2cc3occc3n12	4	0	-1.8	-91	3	3	-9	4
O=C(CSCc1c(Cl)cccc1Cl)Nc1ccccc1C(=O)N1CCOCC1	-4	6	-2.2	16	-2	-2	-22	-8
COC(=O)c1ccc(/C=N/NC(=O)CC(=O)NCc2cccnc2)cc1	-2	0	-0.9	8	5	-8	4	10
CC(C)CCN1CCN(Cc2cn[nH]c2C2CCCCC2)CC1CCO (configuration not stated)	1	1	-1.5	14	-8	0	-26	-2
O=C(NC(N1CCOCC1)C(Cl)(Cl)Cl)c1cc([N+](=O)[O-])cc([N+](=O)[O-])c1 (configuration not stated)	7	0	-2.3	17	3	-3	-5	-6
COc1ccccc1CC(=O)N(CCC1=CCCCC1)c1c(N)n(Cc2ccccc2)c(=O)[nH]c1=O	-4	0	-1.8	-5	4	-1	3	-9
O=C(NCc1cccnc1)C1c2ccccc2C(=O)N1Cc1ccccc1 (configuration not stated)	-9	1	-0.8	18	7	2	-9	0
COc1ccccc1OC(=O)CN1C(=O)c2ccccc2C1=O	-6	1	0.4	8	-2	-11	-6	-2

Entries listed so far with bromine, in the order listed:
canonical_smiles	PfG6PD inh	NR3A LBD binder	MPTP block	SENP8 block	SENP7 block	HKDC1 inhibitor	SENP6 inh	ATG4B inh
Cn1ncc(C(N)=O)c1NC(=S)NC(=O)c1ccc(Br)o1	7	-1	-0.7	1	-2	-5	-5	-4
O/N=C/c1cc(Br)ccc1OCc1ccccc1F	-9	-34	1.3	34	3	4	-12	24

Remaining list, next part
canonical_smiles	PfG6PD inh	NR3A LBD binder	MPTP block	SENP8 block	SENP7 block	HKDC1 inhibitor	SENP6 inh	ATG4B inh
CCN(CC)c1ccc2c(C)c(CN3CCOCC3)c(=O)oc2c1	-1	3	-0.6	-274	11	5	16	-15
C/C(=N\NC(=O)c1ccc2c(c1)OCO2)c1cccnc1	13	1	-1.2	6	3	-10	-9	-1
CCOc1ccc(OCCC(=O)Nc2cccc(S(=O)(=O)N3CCCC3)c2)cc1	12	0	1.3	4	5	0	-13	-16
COc1ccc(CCNC(=O)Cn2cnc3c(nnn3Cc3ccc(C)cc3)c2=O)cc1OC	-5	-1	-0.4	15	3	-8	-20	1
N#Cc1cc(-c2ccccc2)nnc1Oc1ccccc1Cl	2	0	1.7	21	1	-5	-10	-3
Nc1ncc(Br)cc1S(=O)(=O)NCCC(=O)N1CCN(c2ccccn2)CC1	-5	-2	1.2	9	-2	-13	-7	-7
CCOC(=O)c1ccc(NC(=O)C2=C(C)Nc3nc(CCCO)nn3C2c2ccc(OC)cc2)cc1 (configuration not stated)	9	-1	0.2	-8	0	-1	1	-8
COCCNc1nc2nonc2nc1N1CCC(N(C)C)C1 (configuration not stated)	-12	0	-0.4	3	7	-14	-4	19
COc1ccc(/C=C2\SC(=S)N(CCC(=O)Nc3cccc(C(=O)O)c3)C2=O)cc1OC	-22	1	1.3	21	-4	10	-5	-3
CN1C(=O)/C(=C\C(=O)c2cccs2)c2ccccc21	20	3	-3.0	14	-6	-6	-7	2
Cc1ccc(-c2nnc(-c3ccc(Br)cc3)o2)o1	-5	-1	2.8	-300	44	-8	29	-5
CN(C)CCN(C(=O)c1cccs1)c1nc2cc3c(cc2s1)OCCO3	14	-4	0.0	-10	1	-4	0	-3
CCN1CCN(c2ccc(S(=O)(=O)N3CCOCC3)cc2NC(=O)c2ccc(Cl)s2)CC1	2	2	-2.0	-10	15	-4	-1	-11
C/C(=N/NC(=O)OC(C)(C)C)c1ccco1	14	1	1.1	13	12	-3	10	-10
CN(CCc1cnn(C)c1)C(=O)C1CCC(=O)N(CC2CCCCC2)C1 (configuration not stated)	8	2	-0.7	3	-1	-8	14	-1
CCc1ccc(NC2=NCC(=O)N2c2ccc3c(c2)OCCO3)cc1	-8	0	-0.6	23	-8	-3	6	1
CC[C@@]1(C(=O)OC)N[C@H](CN(C)C(=O)Nc2ccc(F)cc2)[C@@H]2C(=O)N(C)C(=O)[C@@H]21	-6	-4	0.4	12	-2	-2	-9	0
COCCn1nnnc1C(c1ccc(OC)cc1OC)N1CCN(c2ccccc2)CC1 (configuration not stated)	14	-4	1.9	19	1	-8	-4	6
COC(=O)c1cc(Br)c(=O)n(-c2ccc(F)cc2)c1	-5	2	-2.8	13	-2	-3	-3	0

Screens (PubChem)
